# Keap1 Nrf2 FP: disrupts human Keap1 binding to Nrf2 peptide; Keap1 Kelch-Nrf2 peptide fluorescence polarization, 1536-well; Q14145; actives 0.15% (n = 340,000); inhibition, % at 9.4 µM; in the data active = inhibition above about 12%;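 note: human Keap1 Kelch domain with fluorescein labeled Nrf2 9mer peptide probe; 0% = neutral control wells and 100% = peptide positive control; higher means more block of Keap1 binding to Nrf2 peptide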
# Target sequence (Q14145 whole entry, looked up, the tested form may be a part): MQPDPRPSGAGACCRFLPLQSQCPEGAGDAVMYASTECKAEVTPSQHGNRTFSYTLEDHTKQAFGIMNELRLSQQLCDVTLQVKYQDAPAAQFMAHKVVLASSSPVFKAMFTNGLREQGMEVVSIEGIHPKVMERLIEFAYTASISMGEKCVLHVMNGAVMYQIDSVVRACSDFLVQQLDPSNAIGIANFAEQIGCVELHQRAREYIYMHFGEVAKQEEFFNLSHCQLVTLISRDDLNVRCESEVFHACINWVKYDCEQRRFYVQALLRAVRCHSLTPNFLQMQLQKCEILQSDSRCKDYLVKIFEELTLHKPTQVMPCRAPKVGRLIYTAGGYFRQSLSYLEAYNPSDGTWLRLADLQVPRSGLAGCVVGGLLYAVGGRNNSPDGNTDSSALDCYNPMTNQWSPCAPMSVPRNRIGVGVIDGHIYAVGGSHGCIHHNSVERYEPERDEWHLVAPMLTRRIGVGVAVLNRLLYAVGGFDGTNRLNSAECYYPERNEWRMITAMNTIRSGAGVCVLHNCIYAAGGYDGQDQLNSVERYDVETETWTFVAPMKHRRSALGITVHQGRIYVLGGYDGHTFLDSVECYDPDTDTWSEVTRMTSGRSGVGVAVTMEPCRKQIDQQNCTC
# NSD2 HMT inh: blocks human histone methyltransferase NSD2 | inhibition, % at 12.5 µM | NSD2 peptide methylation, AlphaScreen, 120 min | actives 0.54% (n = 310,000) | O96028; in the data active = inhibition above about 50%
# DAGLB inhibitor: diacylglycerol lipase beta (human) inhibition. Q8NCG7. HEK293T DAGLB membrane lysate, EnzChek fluorogenic substrate. inhibition, % at 5.17 µM. actives 0.059% (n = 340,000); in the data active = inhibition above about 34%;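 note: 0% = enzyme with vehicle and 100% = wells lacking enzyme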
# PKA-R2B act: activates the human PKA-R2B holoenzyme complex; P22694+P31323; PKA-R2B holoenzyme dissociation, Cy5-IP20 fluorescence polarization; R2B truncated from residue 108, S112A mutant; 0% DMSO only, 100% 113 µM cGMP; activation, % at 11.4 µM; actives 0.079% (n = 340,000); AID 504700;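 active = activation above a cutoff set at the mean over all compounds plus 3 SD, cut at about 18% in these data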;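 note: higher means more holoenzyme dissociation and a rise in polarization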
# Target sequence (P31323 whole entry, looked up, other chains not shown, the tested form may be a part): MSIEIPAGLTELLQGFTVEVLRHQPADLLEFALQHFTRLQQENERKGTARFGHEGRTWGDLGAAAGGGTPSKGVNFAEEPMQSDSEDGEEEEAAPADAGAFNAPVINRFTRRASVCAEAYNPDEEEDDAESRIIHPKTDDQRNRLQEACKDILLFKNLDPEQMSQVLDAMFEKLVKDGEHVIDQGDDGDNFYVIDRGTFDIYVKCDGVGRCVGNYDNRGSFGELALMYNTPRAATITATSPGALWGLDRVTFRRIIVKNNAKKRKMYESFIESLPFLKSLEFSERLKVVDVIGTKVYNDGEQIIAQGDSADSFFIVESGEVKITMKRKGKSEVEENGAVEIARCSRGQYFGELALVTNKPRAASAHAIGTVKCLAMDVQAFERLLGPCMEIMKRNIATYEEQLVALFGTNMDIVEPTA
# PvdQ inh: P. aeruginosa PvdQ acylase inhibition; purified PvdQ acylase, fluorescence plate reader; inhibition, % at 10 µM; actives 0.063% (n = 340,000); in the data active = inhibition above about 30%, passing the limit was not always enough;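 note: 0% = vehicle neutral wells and 100% = reference inhibitor wells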
# SR-BI DiI-HDL act: enhances SR-BI lipid uptake from DiI-HDL; CHO ldlA[mSR-BI] cells, DiI-HDL uptake fluorescence, 3 h; 100 = double the neutral-control signal; activation, % at 12.5 µM; actives 0.096% (n = 320,000);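 active = mean replicate activation of at least 60% and every replicate at or above 60%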;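 note: 0% = median plate neutral-control signal and 100% = twice that signal; values of inactives mirror those of a sister screen read the other way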
#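 Material: SR-BI-overexpressing, LDLR-lacking CHO cells; schedule: compound exposure 3 h, 37 °C; reagent: DiI-labelled HDL at 10 µg/mL final; technique: bottom-read fluorescence, 550/595 nm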
# Arr AP2 block: inhibitors of human beta-arrestin and AP2 interaction; FITC-arrestin peptide / GST-AP2 beads, flow cytometry; AP2 beta2 appendage carries R879A mutation; inhibition, % at 10 µM; actives 0.31% (n = 340,000); AID 504490;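 active = inhibition above a set limit, near 3 SD of compounds lacking own fluorescence, cut at about 54% in these data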;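 note: plate controls were DMSO wells for no effect and 5 µM unlabelled arrestin peptide for full effect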
#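 Test system: GST-tagged AP2 beta2-adaptin appendage (R879A) on 4 µm glutathione beads; also added: fluorescein-tagged arrestin peptide at 50 nM final; timing: 12 min plus 1 h, RT; signal: flow cytometry, FL1 (488/535 nm); read-out: percent drop in bead-associated FITC signal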
# Cardiac RTF inh: cardiac RTF calcium desensitization; actives 0.12% (n = 340,000); IANBD-labeled cardiac RTF, Ca2+ fluorescence; P19429+P45379; inhibition, % at 7.15 µM;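 active = inhibition above the mean inhibition of all tested compounds plus 3 SD, cut at about 17% in these data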;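 note: assay run at fixed EC70 calcium of 1.6 mM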
# LANA DNA inh: blocks KSHV LANA C-terminal domain binding to DNA; MBP-C-LANA/FAM-LBS DNA binding, fluorescence polarization; inhibition, % at 9 µM; actives 0.078% (n = 340,000); AID 504423;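 active = highest replicate inhibition at or above 60% at 9 µM, even if other replicates fall short; inactive = all replicates below 60% inhibition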;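 note: 0% = neutral control wells and 100% = 4 µM acridine orange control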
# SR-BI DiI inh: inhibitors of mouse SR-BI mediated HDL lipid uptake. ldlA[mSR-BI] CHO cells, DiI-HDL uptake fluorescence, 3 h. inhibition, % at 12.5 µM. actives 0.96% (n = 320,000). Q61009;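 active = mean replicate inhibition of at least 70% and a set share of replicates each scoring 70 or more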;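 note: 0% = median of neutral control wells and 100% = median of positive control wells; values of inactives mirror those of a sister screen read the other way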
# An asterisk follows results filed as active; / = no result given. Rows are unselected. About 2.1% of those tested had a hit in this group.
SMILES,Keap1 Nrf2 FP,NSD2 HMT inh,DAGLB inhibitor,PKA-R2B act,PvdQ inh,SR-BI DiI-HDL act,Arr AP2 block,Cardiac RTF inh,LANA DNA inh,SR-BI DiI inh
CCOC(=O)Oc1ccc2oc(C)c(C(=O)OCCOC)c2c1,4,-3,-5,-12,5,10,34,-3,-0.8,-10
O=C(Nc1ccc(F)cc1Cl)c1ccc2c(=O)n3c(nc2c1)CCC3,-1,1,2,-1,7,-18,-1,-11,0.3,18
COc1ccc(NC(=O)CC2C(=O)N(C)C(=S)N2CCc2ccccc2)cc1 (configuration not stated),0,-1,-1,-1,-4,-6,-5,-5,1.6,6
O=C(NCCc1ccccc1)c1nc2c(nnn2Cc2ccccc2Cl)c(=O)[nH]1,1,1,11,-7,0,3,20,-2,-2.0,-3
C/C(CC(=O)NCC(C)C)=N\NC(=O)COc1cc(C)c(Br)cc1Br,7,-1,-2,-6,4,-34,/,-1,0.5,34
O=C(COc1ccc2ccccc2c1)NNC(=O)C(=O)Nc1ccccc1,-2,4,9,-11,6,/,14,3,-0.6,/
COc1cccc(NC(=O)/C=C/c2ccccc2[N+](=O)[O-])c1,0,-2,0,10,-2,-18,1,0,1.7,18
Cc1ccc(C(C)NC(=O)c2cc3cc(Br)ccc3oc2=N)cc1 (configuration not stated),-7,-3,-5,2,-12,-11,-18,2,0.2,11
CN1CCN(C(=O)C2CCN(S(=O)(=O)c3ccc(F)cc3)CC2)CC1,-4,-3,-2,0,-5,5,4,5,0.1,-5
C/C(CC(=O)Nc1ccc(Cl)c(Cl)c1)=N\NC(=O)Cc1ccccc1,-3,0,0,-15,-12,12,-2,-6,0.1,-12
CSc1ncc(C(=O)O)c(C)n1,0,/,-1,-4,-7,18,-7,1,2.5,-18
CCOC(=O)c1cc(S(=O)(=O)NCCc2ccc(OC)c(OC)c2)cn1C,-4,-6,3,-19,-17,10,3,-2,0.2,-10
O=C(Nc1ccc(Cl)cc1)c1cc(S(=O)(=O)Nc2ccccn2)ccc1Cl,-2,2,1,2,13,/,21,-2,-0.6,/
CC(C)C1CC(C(=O)Nc2ccccc2)C(=O)O1 (configuration not stated),-5,-1,-1,-2,-11,7,-6,0,-0.5,-7
CC1CCc2c(sc(NC(=O)CSc3ncn[nH]3)c2C#N)C1 (configuration not stated),3,-2,-1,4,-36,-3,-16,-6,1.1,3
O=C1c2ccccc2NC2(CCCC2)N1O,0,-1,4,-11,-8,38,2,-2,-0.3,-38
NCCSc1c(-c2ccc(Cl)cc2)[nH]c2ccccc12,1,3,-2,0,-14,/,-1,1,-1.4,/
Cc1ccccc1OCC(=O)N/N=C1\CC(=O)CC(C)(C)C1,5,3,-2,-3,3,4,24,-3,-1.1,-4
O=C1CC(N2CCCc3ccccc32)C(=O)N1c1ccccc1Cl (configuration not stated),-1,1,-2,2,-5,-9,5,5,0.1,9
O=C(CN1C(=O)NC2(CCCCC2)C1=O)Nc1ccc(S(=O)(=O)N2CCOCC2)cc1,0,3,1,2,3,7,25,-2,1.9,-7
COc1cccc(NC(=S)NC(=O)Cc2ccc(Cl)cc2)c1,-1,15,-7,0,-8,13,17,-1,-1.3,-13
COc1ccc(Br)cc1S(=O)(=O)N1CCCc2ccccc21,0,-3,-3,7,-4,-22,-8,4,2.4,22
Cc1ccc(NC(=O)OC(C)CNC(=O)Oc2cccc(C)c2)cc1 (configuration not stated),1,-5,-1,-2,-1,1,39,-2,0.4,-1
COc1ccc(S(=O)(=O)Nc2ccc(O)c(Sc3ncn[nH]3)c2)cc1,-1,/,0,14,11,9,2,0,-1.4,-9
CC(C)CCn1c(C(C)O)nc2ccccc21 (configuration not stated),0,7,-3,-7,-9,5,-3,-6,-0.7,-5
CCOc1ccc(NC(=O)c2ccccc2CO)cc1,2,-1,-1,-8,13,11,22,1,0.1,-11
COc1ccccc1N1C(=O)C2C3C=CC(CC3)C2C1=O (configuration not stated),-5,34,-1,-4,-8,-13,1,1,0.3,13
C=CC[n+]1c(-c2ccc(C)cc2)csc1Nc1ccc(NC(C)=O)cc1,-3,2,6,-4,-8,-19,-3,11,0.7,19
CCC(C)NC(=O)C1CCN(S(=O)(=O)c2cc([N+](=O)[O-])ccc2Cl)CC1 (configuration not stated),-5,0,-1,-4,4,/,-2,-3,-0.7,/
O=C(NCc1cccnc1)c1ccc([N+](=O)[O-])o1,2,1,0,-8,1,-4,16,-15,0.9,4
O=C(N/C(=C\c1ccc(-c2ccccc2)o1)C(=O)N1CCOCC1)c1ccccc1,-4,1,3,-3,13,-4,12,4,-0.1,4
CCOC(=O)CC1C(=O)NCCN1C1CCCC1 (configuration not stated),1,-5,0,-5,-4,3,1,-4,0.2,-3
Cc1cc(C)cc(-n2nc(C)cc2N)c1,1,-2,-1,-5,-1,9,3,2,0.9,-9
c1ccc(-c2nnc3sc(CN4CCC5(CC4)OCCO5)cn23)cc1,-5,0,-3,-6,-10,25,-5,-1,0.4,-25
CCOC(=O)C1=C(C)NC(=O)NC1c1ccc(N(C)C)cc1 (configuration not stated),1,/,2,-7,0,-14,-7,0,-0.4,14
COC(=O)c1c(SCC(=O)Nc2ccc(C)cc2)nc(=O)[nH]c1C,-1,4,-1,0,-6,-17,-6,2,0.5,17
O=C(CCc1nnc2n(Cc3ccccc3)c(=O)c3ccccc3n12)NCCCN1CCCCC1,-1,4,-2,4,-16,29,-1,6,0.2,-29
O=C(Nc1ccc(C(=O)O)cc1)/C(=C/c1ccc2c(c1)OCO2)NC(=O)c1cccc(Br)c1,-3,3,1,-7,4,-3,6,-3,-1.0,3
N#CSCC(=O)c1cccc2ccccc12,-6,-6,-11,-2,-6,30,5,6,-0.9,-30
CCCC(C)NC(=S)NC(=O)c1cc(S(=O)(=O)N2CCOCC2)ccc1C (configuration not stated),-3,0,0,0,-10,4,0,-5,-1.3,-4

# Four records picked at random from the list so far, as already listed:
SMILES,Keap1 Nrf2 FP,NSD2 HMT inh,DAGLB inhibitor,PKA-R2B act,PvdQ inh,SR-BI DiI-HDL act,Arr AP2 block,Cardiac RTF inh,LANA DNA inh,SR-BI DiI inh
O=C(CCc1nnc2n(Cc3ccccc3)c(=O)c3ccccc3n12)NCCCN1CCCCC1,-1,4,-2,4,-16,29,-1,6,0.2,-29
CCOC(=O)C1=C(C)NC(=O)NC1c1ccc(N(C)C)cc1 (configuration not stated),1,/,2,-7,0,-14,-7,0,-0.4,14
CCOC(=O)CC1C(=O)NCCN1C1CCCC1 (configuration not stated),1,-5,0,-5,-4,3,1,-4,0.2,-3
COC(=O)c1c(SCC(=O)Nc2ccc(C)cc2)nc(=O)[nH]c1C,-1,4,-1,0,-6,-17,-6,2,0.5,17

# Next section.
SMILES,Keap1 Nrf2 FP,NSD2 HMT inh,DAGLB inhibitor,PKA-R2B act,PvdQ inh,SR-BI DiI-HDL act,Arr AP2 block,Cardiac RTF inh,LANA DNA inh,SR-BI DiI inh
COC(=O)c1ccccc1NC(=O)C1CC(=O)N(c2ccc(OC)cc2)C1 (configuration not stated),-1,0,-1,-2,-12,-15,15,-5,-0.5,15
CCN(CC)C(=O)c1ccccc1NS(=O)(=O)c1ccc(C)cc1,2,15,0,-5,-5,23,-1,-9,0.0,-23
O=S(=O)(NC(=S)NC1CCCCC1)c1ccccc1,-4,17,1,-13,7,8,-5,-2,17,-8
Cc1nnc(SCCn2c(N(C)Cc3ccccc3)nc3c2c(=O)[nH]c(=O)n3C)s1,-4,/,3,2,17,20,-3,8,-0.4,-20
Cc1ccc(C)c(N2CCN(C(=O)CCc3nc(-c4ccccc4F)no3)CC2)c1,4,/,-4,-3,-2,19,10,-8,-1.5,-19
CC(=O)Nc1ccc(-c2sc(Nc3ccccc3)n[n+]2C)cc1,-4,/,0,-13,-10,-2,-7,-13,0.2,2
COc1ccc(N2C(=O)Cc3c2nc(N)c(C#N)c3N)cc1,1,1,0,-2,7,7,10,4,1.2,-7
CS(=O)(=O)N(CC(=O)NCCSc1ccccc1)c1ccc2c(c1)OCO2,-6,-1,0,-4,-11,-4,2,-17,0.0,4
CN1CCC(=O)N([C@H](CSc2ccccc2)Cc2ccccc2)CC1,1,/,-1,-7,-3,22,4,9,1.1,-22
O=C(Nc1ccc([N+](=O)[O-])cc1)c1cc2ccccc2nc1Cl,-6,-1,5,0,-5,/,-12,-10,-0.8,/
CSc1ncc(CN2CCCC(C(=O)Nc3ccc(-c4ccco4)cc3)C2)cn1 (configuration not stated),-10,9,2,6,1,-5,29,-3,-3.0,5
COc1ccc(-c2csc(NC(C)c3nc4cc(Cl)c(N5CCCCC5)cc4n3CCCO)n2)cc1 (configuration not stated),-10,/,3,-14,-11,-33,-3,-15,0.1,33
O=C1CCc2cc(S(=O)(=O)N3CCCCC3)cc3c2N1CC3,2,0,0,-6,-9,12,-7,-3,-0.3,-12
Cc1noc(C)c1COc1ccc(C(=O)Nc2ccccn2)cc1,2,-1,-1,7,-10,-18,-4,2,-1.0,18
COc1cc(C)c(C)cc1S(=O)(=O)NC1CC(C)(C)NC(C)(C)C1,0,-1,0,2,-4,-6,6,1,-0.3,6
COc1cccc(CSc2nnc(CSc3nc4nc(C)cc(C)n4n3)s2)c1,-6,/,-1,5,6,-7,-2,-5,1.2,7
NS(=O)(=O)c1cccc(NC(=O)COC(=O)CCCc2c[nH]c3ccccc23)c1,0,0,2,-11,2,-15,9,2,-0.4,15
COc1cc(CC(=O)N2CCC(n3nccc3NC(=O)C3CC3)CC2)cc(OC)c1OC,-6,-1,2,-3,-14,10,-19,-10,2.0,-10
CCOC(=O)N1CCc2c(sc(NC(=O)CN(CC)CC)c2C#N)C1,3,3,/,/,-3,4,-1,/,-1.1,-4
COC(=O)c1noc(-c2ccc(OC)cc2)n1,-2,-1,-6,2,71*,17,22,-1,-2.5,-17
Cc1ccc2cc(CN(Cc3ccccc3)Cc3nnnn3C3CCCC3)c(=O)[nH]c2c1,-5,-1,7,-1,-6,-2,3,-2,-3.1,2
Cc1csc(CNC(=O)C2CCC(=O)N(CCCc3ccccc3)C2)n1 (configuration not stated),-8,-2,-4,-11,9,-10,4,0,1.1,10
COC(=O)C(=CC(=CN(C)C)C=C(C(=O)OC)C(=O)OC)C(=O)OC,-14,-2,1,2,3,24,-10,5,2.5,-24
CC(=NNC(=O)c1ccc2nc[nH]c2c1)c1ccc(Br)cc1,-5,-2,0,-1,-2,-5,34,-2,2.0,5
CN=C1SC(CC(=O)Nc2ccc(C(C)=O)cc2)C(=O)N1C (configuration not stated),-5,5,-4,-13,-26,-19,-3,-5,-0.5,19
CCN(CC)S(=O)(=O)c1ccc(/C=C/C(=O)O)cc1,-1,-2,-3,-3,-10,12,-5,-12,-0.5,-12
Cc1cc(/C=C2/C(=N)N3C(=NC2=O)SN=C3S(C)(=O)=O)c(C)n1-c1ccccc1F,-4,8,14,-9,16,-6,9,14,0.9,6

# Bioassay records (PubChem BioAssay)
